All columns: NCI-60 one-dose screen, growth in % after 48 h at 10 µM unless noted; 100 = growth as untreated, 0 = no growth, -100 = all killed.
COLO 205: COLO 205 colon cancer; actives 7.3% (n = 79,000); AID 1794742
SNB-75: SNB-75 CNS cancer; actives 5% (n = 79,000)
HCT-15: HCT-15 colon cancer; AID 1794746; actives 5.2% (n = 82,000)
SNB-19: SNB-19 CNS cancer cells; AID 1794751; actives 2.5% (n = 81,000)
KM12: KM12 colon cancer cells; actives 5% (n = 82,000)
HT29: HT29 colon cancer | actives 7.4% (n = 81,000) | AID 1794748
HCC-2998: HCC-2998 colon cancer. actives 4.7% (n = 79,000). AID 1794799
SW-620: SW-620 colon cancer | AID 1794795 | actives 5.2% (n = 82,000)
HCT-116: HCT-116 colon cancer; AID 1794798; actives 7.3% (n = 82,000)
Starred values were filed as active, the others as inactive; x = not tested or not shown; & = joins results of further samples; [ ] = another dose, or the depositor's remark. How the source made its calls: active means growth percent below 10; inactive means the rest.

item	molecule	HCT-15	KM12	SW-620	SNB-19	COLO 205	HT29	SNB-75	HCT-116	HCC-2998
1	COc1ccc2sc3c(NCCCNCCO)nc4ccccc4c3c(=O)c2c1	44	-16*	-83*	67	-35*	-39*	66	-79*	-84*
2	Nc1c(C(=O)Nc2ccccc2)sc2ncc(Cl)cc12	91	80	92	95	103	90	80	91	97
3	Cc1cc(C(F)(F)F)ccc1-c1cc(-c2ccc(F)cc2)n[nH]1	77	87	91	100	x	84	75	74	107
4	O=C(Nc1ccccc1)c1ccc(-n2c(=O)[nH]c3ccccc3c2=O)cc1	99	102	103	102	110	111	91	100	101
5	CC/C(=C\c1ccc(N(C)C)cc1)c1ccncc1	37	20	20	64	36	15	39	22	67
6	Cc1cccc(NC(=O)CCCCC(=O)Nc2cccc(C)c2)c1	101	108	96	103	99	101	88	97	103
7	COCn1c(C(=O)OC)cc2oc(/C=C3/SC(=S)N(N)C3=O)cc21	105	92	98	97	110	97	65	94	102
8	COc1ccc(/C=N/OCC(O)CN2CCOCC2)cc1OC1CCCC1 (centres undefined)	92	108	101	98	x	103	87	88	98
9	Cc1ccc(N=Nc2ccc(C)cc2)cc1	99	101	98	99	98	92	94	73	85
10	CC/C(=C(/c1ccc(OCCN(C)C)cc1)c1ccc(OC(=O)CCCCC(=O)c2c(C)[nH]c(/C=C3\N=C(c4ccc[nH]4)C=C3OC)c2C)cc1)c1ccccc1	27	x	56	92	72	14	42	48	77
11	C=C(C)[C@@H]1CC[C@]2(C(=O)NCCO)CC[C@]3(C)[C@H](CC[C@@H]4[C@@](C)(CCC#N)[C@H](C(=C)C)CC[C@]43C)[C@@H]12	94	95	102	88	100	103	103	89	106
12	O=C1c2c(c3c4cccnc4[nH]c3c3ccc4ccccc4c23)C(=O)N1CCN1CCCCC1	46	100	41	41	69	45	54	37	70
13	OCCOc1c(Cl)cc(Cl)cc1Cl	104	115	99	94	114	110	62	109	110
14	Cc1cc(NC(=O)Nc2cc(Cl)ccc2C)no1	100	107	110	110	143	106	77	104	99
15	CC(=O)NC1=NC(=O)/C(=C/c2ccc(/C=C3/C(=O)N=C(NC(C)=O)N3C)cc2)N1C	106	104	106	107	107	110	99	109	117
16	CC/C(=C\C(=O)O)C(=O)O	116	105	102	99	127	99	102	103	108
17	CCn1cnc(C[C@H](NC(=O)[C@H](CCCCNC(=O)Nc2cc(C(F)(F)F)cc(C(F)(F)F)c2)NC(=O)Nc2cc(C(F)(F)F)cc(C(F)(F)F)c2)C(=O)OC)c1	48[100 µM]	-43*[100 µM]	-41*[100 µM]	-37*[100 µM]	-100*[100 µM]	-99*[100 µM]	-36*[100 µM]	-100*[100 µM]	-21*[100 µM]
18	OC1(CCC2(O)CCCCC2)CCCCC1	101	112	102	104	107	101	86	107	106
19	C=CCN=c1sc2c(n1NC(=O)c1cc3ccc1CCc1ccc(cc1)CC3)C(=O)c1ccccc1C2=O	-68*	6.0*	-60*	4.6*	19	26	-95*	-32*	-34*
20	CCC(=C(c1ccc(OCCN(C)C)cc1)c1ccc(OCCN(C)C)cc1)c1ccc(Cl)cc1	-75*	-49*	-72*	-40*	-67*	-39*	18	-68*	-72*
21	c1ccc(Sc2ccccc2)cc1	99	102	107	98	115	102	100	110	105
22	CN(C)c1ccc(-c2cc(-c3c[nH]c4ccccc34)nc(N)c2C#N)cc1	12	18	21	41	22	11	21	14	50
23	COc1cc([N+](=O)[O-])c(Cl)cc1N	100	105	103	101	104	97	88	100	102
24	CC(=O)Nc1cc(C)cc(C)n1	101	101	102	x	108	110	91	103	114
25	O/N=C(/CN1CCCCC1)c1ccccc1	104	99	107	109	122	116	112	104	110
26	COc1ccc(/C=N/N2CN(C(C)C(=O)O)C(O)(CCl)N=C2N)cc1OC (centres undefined)	102[100 µM]	100[100 µM]	101[100 µM]	94[100 µM]	114[100 µM]	100[100 µM]	88[100 µM]	109[100 µM]	99[100 µM]
27	CCCCN(CCC#N)C(N)=O	101	105	99	99	120	114	105	106	103
28	COc1ccccc1Nc1nnc(-c2cc(F)c(F)c(F)c2)o1	80	97	109	98	117	87	108	76	103
29	NC(=O)c1cc(Cl)ccc1NC(=O)/C=C/c1ccccc1	27	9.5*	26	27	-43*	8.8*	0.1*	29	60
30	ClCC1(Cn2cnc3c(Cl)nc(Cl)nc32)COC1	46	97	66	89	80	77	85	14	-6.2*
31	CC(C)(C)[Si](C)(C)OC1[C@@H](CNC(=O)NC(N)=O)O[C@@H](n2cnc3c(NC(=O)Nc4ccccc4)ncnc32)[C@H]1O[Si](C)(C)C(C)(C)C (some centres undefined)	87	68	93	108	84	14	85	27	74
32	CC(Cc1cccc2ccccc12)C(C)(C(=O)Oc1ccccc1)C(=O)Oc1ccccc1 (centres undefined)	88	92	95	101	94	61	94	75	103
33	CC(C)(C)c1ccc(NCc2cn(-c3ccc(C(=O)O)cc3)nc2-c2ccc(C(=O)O)cc2)cc1	116	102	107	98	116	102	101	98	111
34	CC1NC(C(=O)O)Cc2c1[nH]c1ccccc21 (centres undefined)	104	112	103	111	116	99	89	101	100
35	C=CN(C(=O)N1CCN(c2cc3c(cc2F)c(=O)c(C(=O)O)cn3C2CC2)CC1)c1nc(-c2ccccc2)cs1	102	104	112	96	99	93	109	86	103
36	COc1cc(/C=C/C(N)=O)cc(OC)c1OC	104	105	105	105	107	108	81	111	106
37	CCn1c(Sc2nnc(NC(=O)CCN3CCCC3)s2)nc2c1c(=O)n(C)c(=O)n2C	104	109	105	104	x	107	98	105	114
38	N#Cc1c(N)nc2c(c1N)C(c1ccc(F)cc1)c1ccc(N)cc1O2 (centres undefined)	100	91	108	127	124	112	87	101	112
39	CN1CCC2(CC1)NC(=O)c1c(c3ccc(Cl)c(Cl)c3n1C)C2C#N (centres undefined)	83	106	84	78	58	45	34	43	-1.8*
40	Cc1nc(-c2ccccc2)cc2c(O)c(C(=O)NN)[nH]c(=O)c12	107	115	97	106	117	114	104	110	x
41	COC(=O)c1cc(=O)n2c(sc3ccccc32)c1C#N	101	91	92	108	95	104	86	103	101
42	COc1ccc(NC(=S)NNc2ccc(-c3ccccc3)nn2)cc1	108	103	101	100	121	110	71	96	110
43	c1ccc(-c2ccc(-c3ncc(-c4ccccc4)o3)cc2)cc1	113	102	x	100	115	104	101	101	109
44	O=C(Cn1c(/C=C/c2ccccc2)nc2ccccc2c1=O)Nc1ccc(Cl)cc1	78	84	72	53	78	76	x	30	99
45	Cc1ccc(Nc2cc(Br)c(N)c3c2C(=O)c2ccccc2C3=O)cc1	104	135	100	95	118	102	88	110	91
46	COc1ccc(/C=C2\CCCC3=C2N=C2SC(C)=CN2C3c2ccc(OC)cc2)cc1 (centres undefined)	102	108	100	100	115	104	98	93	111
47	CCN(CC)CCCCCCNc1cc(OC)c(F)c2c(C)ccnc12	96	104	96	91	112	102	89	96	94
48	CCC(=O)OCCc1ccccc1	106	106	93	106	107	100	89	103	98
49	CCS/C(Cl)=C(\Cl)SCC	106	109	100	113	121	108	91	101	105
50	Cc1ccc(-n2c(-c3ccccc3)c(-c3ccccc3)c3c(SCC(=O)NN)ncnc32)cc1	102	95	98	99	87	94	78	82	104

Next results follow:
item	molecule	HCT-15	KM12	SW-620	SNB-19	COLO 205	HT29	SNB-75	HCT-116	HCC-2998
51	CCN(CC)C(=O)COc1ccc(C=C2C(=O)N(C)C(=O)N(C)C2=O)cc1	103	109	101	104	118	105	99	110	111
52	O=[N+]([O-])c1ccccc1Nc1cccc(F)c1	106	112	100	96	118	97	97	101	103
53	COc1ccc(C2=C(CN)C(O)NC(=NCC(=O)c3ccc(CN)cc3)N2)cc1 (centres undefined)	106	102	108	105	99	100	85	102	109
54	O=c1c2ccccc2nc2ccc(Cl)nn12	89	105	108	104	118	115	116	85	102
55	Oc1cc(Cl)c(O)c(-c2ccccc2)c1Cl	99	103	119	106	109	111	99	100	109
56	CC(=O)OCC1OC(n2cc(COc3ccc4ccc(=O)oc4c3)nn2)C(OC(C)=O)C(OC(C)=O)C1OC1OCC(OC(C)=O)C(OC(C)=O)C1OC(C)=O (centres undefined)	102	102	101	98	110	107	96	105	93
57	O=C(CI)NCCNc1cccc2c(S(=O)(=O)O)cccc12	99	96	102	90	105	110	97	96	112
58	COc1nc(N)c(NS(=O)(=O)c2cc(C(C)=O)ccc2OC)c(=O)[nH]1	108	101	100	97	115	84	102	77	102
59	Fc1ccc(-c2nnc(-c3ccc(Cl)cc3)o2)cc1	98	97	102	101	98	91	98	105	95
60	O=C1/C(=C\c2cn(Cc3ccccc3)c3ccc(Br)cc23)c2ccccc2N1c1c(Cl)cccc1Cl	102	104	108	91	108	101	76	95	106
61	OC1(c2ccccc2)OC(c2ccccc2)CN(Cc2ccccc2)C1c1ccccc1 (centres undefined)	91	95	95	105	104	72	93	73	99
62	CCOC(=O)C(C(=O)CC)C(=O)OCC	108	100	102	105	x	99	94	105	101
63	COC(=O)[C@]12CC[C@@H](C(=O)/C=C/c3cccnc3)[C@@H]1[C@H]1CC[C@@H]3[C@@]4(C)CCC(=O)NC(C)(C)[C@@H]4CC[C@@]3(C)[C@]1(C)CC2	88	98	99	93	117	96	69	87	121
64	O=C(CSc1nc2ccccc2[nH]1)Nc1ccc(Cl)cc1	94	88	93	91	108	103	66	96	102
65	CN1CCN(CCCN2c3ccccc3Sc3ccc(Cl)cc32)CC1	81&69	98&74	94&83	91&90	27	36&25	57&45	71&58	67
66	CC(=O)Nc1ncc(S(=O)(=O)c2ccc([N+](=O)[O-])cc2)s1	105	116	101	114	106	108	103	99	128
67	COc1ccc(/C=C2\N=C(C)N(CCc3ccc(S(N)(=O)=O)cc3)C2=O)cc1	103	102	97	99	112	107	83	95	109
68	O=C1/C(=C/c2cnc(CO)s2)SC(=S)N1Cc1ccccc1	90	82	84	104	87	98	98	85	106
69	CC(C)CCO/N=C/c1ccccn1	105	112	97	109	131	113	116	109	105
70	O=[N+]([O-])c1cccc(N=Cc2ccc3c(c2)OCO3)c1	122	112	108	130	120	105	97	106	98
71	CN(C)c1ccc(Cc2cc(-c3ccc(Cl)c(Cl)c3)n[nH]c2=O)cc1	96	94	90	102	105	103	68	99	109
72	CN1CC(c2ccc(OCc3ccccc3)cc2)C(C(=O)c2ccccc2)C12C(=O)c1ccccc1C2=O (centres undefined)	97	108	97	98	105	100	79	95	99
73	O=[N+]([O-])c1ccc(Br)c(P(=O)(O)O)c1	99	108	100	104	111	110	95	106	106
74	CC(=O)c1cc2c(Cl)cc(Cl)cc2oc1=O	99	102	108	102	x	100	79	89	95
75	CCOC(=O)c1ccc(N(CCC(=O)O)C(C)=O)cc1	103	117	106	106	119	97	95	104	113
76	C/C(=C\CCc1ccoc1)CC/C=C(\C)CCCN1CCSCC1	43	81	86	88	51	46	93	54	75
77	Nc1c(O)c(Cl)cc(Cl)c1Cl	100	107	107	92	x	105	96	89	102
78	COc1cc(Nc2ncccc2C(=O)Nc2nc3ccc(F)cc3s2)cc(OC)c1OC	76	79	97	89	118	79	74	14	85
79	Cc1ccc2nc(Cl)c(-c3nc4ccccc4o3)cc2c1	79	90	103	93	90	102	90	97	88
80	CCCS(=N)(=O)CCC(N)C(=O)O (centres undefined)	110	103	114	95	136	121	102	100	123
81	Cc1ccccc1C(=O)NCc1ccccc1	99	107	103	98	x	93	99	101	106
82	O=[N+]([O-])c1cc2ccccc2nc1-c1ccccc1	95	107	113	95	111	119	94	104	x
83	COc1cccc(CNC(C)(CO)CO)c1OC	98	108	104	102	105	115	95	104	101
84	Cc1c(Cl)cccc1NC(=O)c1sc2nc3c(cc2c1N)COCC3	20	32	23	26	24	5.9*	19	20	65
85	CCCCCCCCCCCCCCNC(=O)Nc1ccc(Cl)c(Cl)c1	17	36	33	56	32	47	54	24	14
86	OB1c2ccccc2NC(=S)N1c1cc(C(F)(F)F)cc(C(F)(F)F)c1	66	91	93	72	103	88	65	74	98
87	O=c1[nH]c2cncnc2[nH]1	96	101	108	107	102	93	78	84	92
88	COc1cc(Cn2cc3c(c2)-c2onc(CN4CCOCC4)c2CC3)cc(OC)c1OC	98	101	112	97	114	104	117	104	105
89	NC(=O)Cn1nc(-c2ccc(Oc3ccc(-c4ccc(=O)n(CC(N)=O)n4)cc3)cc2)ccc1=O	109	109	103	103	108	107	78	104	112
90	COc1ccc(NC(=S)Nc2ccc(Nc3ncnc4sc5c(c34)CCN(C(=O)OC(C)(C)C)C5)cc2)cc1	101	78	101	105	84	79	84	86	112
91	CCCCCCCCCCCCCCCCCC(=O)Nc1ccc(O)cc1	110	100	99	118	93	97	72	106	120

Source: PubChem BioAssay

Random draw from the library (roughly 10% active in at least one column).
